# From PubChem
# aGal spleen mod: qHTS Assay for Inhibitors and Activators of Human alpha-Galactosidase From Spleen Homogenate; Potency, µM (doses to about 80 µM), for the others: at the highest dose activity change, negative = inhibition, actives largely listed as inhibitors; human spleen homogenate, 4MU-alpha-Gal fluorescence, 40 min; hit rate 0.008% among 240,000; AID 2107, 2009; Alpha-galactosidase A (Homo sapiens), P06280;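 further: 0% = enzyme with vehicle and -100% = no enzyme basal signal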
# Target sequence (P06280 32-429 limits assumed): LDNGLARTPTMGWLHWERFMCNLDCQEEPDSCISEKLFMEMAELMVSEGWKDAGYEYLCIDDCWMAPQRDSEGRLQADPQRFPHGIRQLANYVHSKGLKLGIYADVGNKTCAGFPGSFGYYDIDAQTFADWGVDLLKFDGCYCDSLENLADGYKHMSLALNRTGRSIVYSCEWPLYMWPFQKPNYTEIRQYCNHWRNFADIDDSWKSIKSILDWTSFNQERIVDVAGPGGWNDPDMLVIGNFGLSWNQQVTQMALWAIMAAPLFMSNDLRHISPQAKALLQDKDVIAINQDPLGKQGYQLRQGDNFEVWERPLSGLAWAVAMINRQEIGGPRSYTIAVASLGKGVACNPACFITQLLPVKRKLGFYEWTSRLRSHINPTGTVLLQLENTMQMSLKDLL
#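 Human spleen homogenate (1 ug) as enzyme source, 4-methylumbelliferyl-alpha-D-galactopyranoside 1 mM final, citrate/phosphate pH 5.0 with 0.01% Tween-20. Compounds 40 min at 37C, NaOH/glycine stop; fluorescence Ex 365/Em 440, Hill-fit AC50.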
# Tau fluor cs: Counterscreen qHTS for Inhibitors of Tau Fibril Formation, Fluorescence Polarization; tau K18 P301L Alexa594 fluorescence, heparin fibrillization; Potency, µM (highest dose often 57.7 µM), without a hit: at the highest dose activity change, negative = decrease; hit rate 0.93% among 280,000; AID 1463, 2008; further: nearly all actives have a fitted effect of over 55% in size
#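 Human tau K18 P301L (15 uM unlabeled, 0.24 uM Alexa 594-labeled) in 100 mM sodium acetate pH 7 with 20 uM heparin, 6 hr at 37 C. ThT 30 uM added, 1 hr ambient; Alexa 594 FP and total fluorescence read at 555/632 nm.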
# TRb SRC2 PPI: qHTS for Inhibitors of the Interaction of Thyroid Hormone Receptor and Steroid Receptor Coregulator 2; Thyroid hormone receptor beta (Homo sapiens), P10828; TRbeta-SRC2 peptide binding, fluorescence polarization; receptor liganded with 1 µM T3; Potency, µM (series often up to 106 µM), without a hit: top-dose activity change, negative = inhibition, most hits filed as inhibitors; hit rate 0.065% among 280,000; AID 1469, 2008;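 further: plate controls were bound peptide for no effect and peptide without receptor for full effect; nearly all actives have a fitted effect of over 50% in size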
#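 TRb LBD 0.6 uM + Texas Red SRC2 peptide 20 nM, 1 uM T3, Tris buffer w/ 5% DMSO; compound pinned, 5 h RT; FP read ex 555/em 632; normalized to unbound and bound controls.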
# TexasRed fluor: Total Fluorescence Counterscreen for Inhibitors of the Interaction of Thyroid Hormone Receptor and Steroid Receptor Coregulator 2. TRb/SRC2 Texas Red total fluorescence interference. Potency, µM (highest dose often 106 µM), for the others: at the top dose fluorescence change, negative = quenching. hit rate 0.29% among 280,000. AID 1479, 2009; active means well fitted curve in either direction with a large enough effect; inconclusive means small, poorly fitted or top-dose-only effect
#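 Human TRb ligand-binding domain at 0.6 uM with 20 nM Texas Red SRC2 peptide in Tris buffer containing 1 uM T3 and 5% DMSO, incubated with compound 5 h at ambient temperature. Total fluorescence (555/632 nm) calculated as parallel + 2 × perpendicular.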
# Tau fibril ThT: qHTS for Inhibitors of Tau Fibril Formation, Thioflavin T Binding; Microtubule-associated protein tau (Homo sapiens), P10636; recombinant tau K18 P301L (four-repeat tau fragment), heparin-induced fibrillization, ThT fluorescence; Potency, µM (series often up to 57.4 µM), inactives show at the top dose activity, negative = inhibition, most hits filed as inhibitors; hit rate 2.1% among 270,000; AID 1460, 2008; further: nearly all actives have a fitted effect of over 55% in size
# Target sequence (P10636 561-689 P618L limits assumed): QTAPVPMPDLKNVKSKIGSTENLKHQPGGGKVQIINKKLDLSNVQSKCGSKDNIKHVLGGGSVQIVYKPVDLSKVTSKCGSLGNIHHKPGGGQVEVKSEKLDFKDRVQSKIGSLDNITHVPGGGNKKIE
#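 Tau K18 P301L fragment (15 uM unlabeled plus 0.24 uM Alexa 594-labeled) in 100 mM sodium acetate pH 7 with compound, fibrillization induced by 20 uM heparin for 6 hr at 37 C. Thioflavin T (30 uM) added, fluorescence read after 1 hr (ex 450, em 510 nm).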
# Tau FP inhib: qHTS for Inhibitors of Tau Fibril Formation, Fluorescence Polarization; hit rate 0.39% among 280,000; Microtubule-associated protein tau (Homo sapiens), P10636; K18 P301L tau heparin fibrillization, Alexa594 FP, 6 h; AID 1468, 2008; Potency, µM (highest dose often 57.7 µM), for inactives: at the top dose activity, negative = inhibition, most hits filed as inhibitors; further: nearly all actives have a fitted effect of over 55% in size
#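 Human tau K18 […] P301L fragment, 15 uM unlabeled plus 0.24 uM Alexa 594-labeled tau (final), with compound and 20 uM heparin in 100 mM sodium acetate pH 7; 6 hr at 37 C, then Alexa 594 FP read.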
# L3MBTL1 block: qHTS Assay for the Inhibitors of L3MBTL1; AID 485360, 2010; Lethal(3)malignant brain tumor-like protein 1 (Homo sapiens), Q9Y468; hit rate 0.66% among 230,000; Potency, µM (highest dose often 57.1 µM), without a hit: top-dose activity, negative = inhibition, hits mostly inhibitors; AlphaScreen L3MBTL1–H3K9me1 peptide binding; further: nearly all actives have a fitted effect of over 60% in size
#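 AlphaScreen assay: L3MBTL1 (50 nM final) was preincubated 30 min at room temperature with biotinylated H3(1-15)K9me1 peptide (75 nM final), then 30 min with library compounds; streptavidin donor and nickel chelate acceptor beads (10 ug/mL final) added, 30 min dark.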
# ALDH1A1 block: qHTS Assay for Inhibitors of Aldehyde Dehydrogenase 1 (ALDH1A1). Purified ALDH1A1, NADH fluorescence, propionaldehyde substrate. Potency, µM (highest dose often 75.3 µM), without a hit: top-dose activity, negative = inhibition, usual class: inhibitors. hit rate 7.3% among 220,000. AID 1030, 2008. Aldehyde dehydrogenase 1A1 (Homo sapiens), P00352; active means well fitted inhibition curve with a large enough effect, not every such curve was filed as active; inconclusive means small, poorly fitted or top-dose-only effect, or another doubt; inactive means no such curve, though single readings can be large or run the other way;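 further: plate controls were no enzyme wells and a reference inhibitor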
# Target sequence (P00352 whole entry, looked up): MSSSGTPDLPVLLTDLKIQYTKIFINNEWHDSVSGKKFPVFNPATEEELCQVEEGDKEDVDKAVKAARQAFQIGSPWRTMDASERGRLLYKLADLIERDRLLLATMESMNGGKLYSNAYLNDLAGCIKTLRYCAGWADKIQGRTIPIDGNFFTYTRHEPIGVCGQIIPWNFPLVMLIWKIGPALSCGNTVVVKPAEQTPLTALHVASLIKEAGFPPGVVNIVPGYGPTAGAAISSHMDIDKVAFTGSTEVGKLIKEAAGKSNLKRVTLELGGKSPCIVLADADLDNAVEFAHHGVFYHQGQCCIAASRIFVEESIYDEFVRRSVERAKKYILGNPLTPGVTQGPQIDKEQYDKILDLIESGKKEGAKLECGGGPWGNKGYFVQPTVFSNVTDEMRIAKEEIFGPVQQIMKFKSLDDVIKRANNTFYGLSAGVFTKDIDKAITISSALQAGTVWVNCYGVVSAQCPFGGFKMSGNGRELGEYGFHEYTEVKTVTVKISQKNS
# Starred values were filed as active, the others as inactive; ? = inconclusive; . = not tested or not shown; & = joins results of further samples; [ ] = another dose, or the depositor's remark. Unless noted, the call rests on the fitted dose curve; in most records, active means well fitted curve in the direction sought with a large enough effect; inconclusive means small, poorly fitted or top-dose-only effect, or another doubt; inactive means no such curve, though single readings can be large; an effect the other way counts as inactive or inconclusive. Unless noted, on the % scale 0 is the no-effect control and ±100 the full control effect; potency means the concentration at half of the fitted maximal effect. Not a hit list; 8.5% or so of the library scored in one or more.
SMILES,aGal spleen mod,Tau fluor cs,TRb SRC2 PPI,TexasRed fluor,Tau fibril ThT,Tau FP inhib,L3MBTL1 block,ALDH1A1 block
Cc1cccc(Nc2ccc(NCc3ccccc3)nn2)c1,-4.2%,?,0.7%,-2.6%,?,12.7%,.,2.4%
CCN(CC)S(=O)(=O)c1cccc(C(=O)NCCCn2ccnc2)c1,3.0%,-7.0%,-1.2%,-4.6%,-3.0%,-4.9%,8.5%,.
Cc1sc(NC(=O)C2C3CCC(O3)C2C(=O)O)nc1-c1ccc(CC(C)C)cc1 (centres undefined),-5.4%,?,4.9%,-3.6%,?,-0.4%,-14.9%,-16.5%
COc1cccc(/C(O)=C2/C(=O)C(=O)N(Cc3ccco3)C2c2ccncc2)c1 (centres undefined),12.3%,-5.6%,-7.2%,2.7%,?,-6.6%,-3.1%,-15.3%
CC(=O)Nc1nc(C)c(S(N)(=O)=O)s1,-11.3%,-8.0%,0.5%,0.3%,-5.7%,-5.2%,-0.6%,2.7%
COCC(C)n1c(COc2ccccc2F)nnc1SCc1c(C)noc1C (centres undefined),4.0%,0.4%,10.4%,-0.3%,0.0%,0.9%,.,4.1%
CC(C)(C)c1ccc(CNC(=O)c2ccc3c(c2)NC(=O)CO3)cc1,-1.4%,-25.1%,-11.7%,-4.5%,-6.1%,3.2%,-39.5%,-1.3%
NC(=O)COC(=O)c1cccc(NS(=O)(=O)/C=C/c2ccccc2)c1,-4.1%,-7.8%,4.7%,1.2%,-4.5%,-14.5%,5.3%,-0.3%
Nc1nnc(SCc2nc3scc(-c4ccccc4)c3c(=O)[nH]2)s1,13.0%,-25.0%,-0.8%,1.6%,?,1.0%,.,.
O=C(CCOc1ccccc1F)N1CCN(c2ccccc2O)CC1,-1.2%,-15.0%,-3.6%,0.7%,-17.7%,7.5%,.,-5.8%
O=c1c2ccccc2nc(N2CCN(c3ccccc3)CC2)n1Cc1ccccc1,8.3%,-26.9%,-2.6%,-1.6%,-20.2%,-3.6%,.,?
CCCCN(N=Nc1nonc1OC)c1nonc1OC,10.3%,-20.3%,-5.7%,-1.4%,-14.8%,?,.,?
Cc1cc(C)c(NC(=O)Cn2nnc(C(=O)NCc3ccco3)c2N)c(C)c1,12.7%,8.6%,2.4%,0.7%,1.8%,1.4%,-11.5%,5.8%
O=C(Nc1cccc(F)c1)C1CCN(C(=O)Cc2ccccc2)CC1,2.7%,-3.3%,-0.3%,-3.2%,-0.2%,1.3%,.,5.6%
O=C1C2C3C=CC(C3)C2C(=O)N1Nc1ccccc1 (centres undefined),2.7%,4.4%,5.4%,-2.8%,0.9%,1.8%,3.4%,.
CCOc1ccc(Nc2nc(N)c(C(=O)c3ccccc3Cl)s2)cc1,.,15.8µM*[quencher],-1.7%,-1.9%,?,2.7%,.,.
Cc1ccc(-c2csc(C(C#N)=C3CCCC3)n2)cc1,-1.4%,-24.2%,1.6%,-1.9%,?,-2.7%,6.1%,0.6%
COc1cc(OC)c(N(C)C(=O)c2cc3c(s2)-c2ccccc2OC3)cc1Cl,.,-19.2%,-4.2%,4.1%,-3.3%,-0.9%,.,.
Cc1ccc(Cl)cc1NC(=O)Cn1c(=O)c(CNc2ccccc2)cc2cc3c(cc21)OCCO3,.,?,-3.1%,-1.9%,?,-2.4%,.,.
CCOc1ccc(OCc2cccc(C(=O)N3CCCC3)c2)cc1,-2.3%,-0.1%,-2.9%,2.1%,-14.8%,10.9%,-4.7%,-5.4%
Cc1onc(-c2ccccc2Cl)c1C(=O)Nc1ccc(N2CCOCC2)cc1,4.7%,-24.6%,-1.6%,-0.2%,?,6.9%,-9.6%,4.5%
CCOc1ccc(NC(=O)CCNS(=O)(=O)c2cccs2)cc1,6.6%,-20.5%&-0.1%,6.6%&0.0%,0.7%&-7.6%,?,-3.8%&-1.0%,.,-13.7%
Cc1ccc(S(=O)(=O)Oc2cc(N)c3c(n2)CCC3)cc1,3.2%,1.4%,-6.0%,0.6%,-0.6%,-1.6%,-10.3%,-2.4%[13.5 µM]
O=C(Nc1ccc(S(=O)(=O)Nc2nccc(C3Cc4ccccc4C(=O)O3)n2)cc1)c1ccccc1 (centres undefined),3.9%,-1.7%,-0.3%,-2.0%,-7.2%,0.7%,.,-1.1%
Cc1sc2ncnc(SCC(=O)c3ccc(Cl)s3)c2c1C,8.1%,-4.2%,-8.2%,-4.8%,3.1%,-4.3%,39.3%[activator],0.8%
COc1cc(/C=C2/C(=N)N3OC(C)=CC3=NC2=O)ccc1OCCOc1ccc(C)cc1,3.1%,-6.1%,7.5%,-6.1%,?,-3.0%,7.1%,-0.9%
COCCNC(=O)c1ccc(C)c(S(=O)(=O)Nc2ccc(C)cc2)c1,3.5%,-15.6%,-0.2%,2.8%,-4.4%,?,.,5.4%
COCCn1c(Cc2ccccc2)nnc1SCc1nc2ccccc2c(=O)[nH]1,-4.4%,-12.2%,-5.2%,0.6%,-11.5%,-3.0%,0.1%,13.3%
O=C1C(=O)N(CNc2cccnc2)c2ccccc21,2.2%,0.2%,-21.4%,-0.5%,4.9%,12.3%,-5.4%,-1.2%
Fc1ccc(NC(=S)NCCc2ccccn2)cc1,-4.8%,6.6%,3.1%,1.2%,0.1%,6.9%,3.2%,2.9%
COC(=O)C(CCSC)NC(=O)CNS(=O)(=O)c1ccc(Br)cc1 (centres undefined),7.9%,5.1%,1.1%,2.5%,1.5%,9.3%,8.0%,1.7%
CCCOP(=O)(OCCC)C1(Nc2ccc(C)cc2)CCCCC1,-17.0%,-10.6%,-4.6%,1.8%,-4.7%,1.3%,-5.0%,2.4%
COc1cc(C2=NOC(C(=O)N3CCOCC3)C2)cc(OC)c1OC (centres undefined),-3.1%,-4.2%,-14.6%,0.4%,-5.6%,6.4%,5.5%,-1.8%
O=C(c1csc2ccccc12)n1cccn1,-6.1%,-2.2%,4.2%,0.1%,-11.2%,2.9%,10.8%,11.2µM*
NC(=O)c1oc2ccccc2c1NC(=O)CCc1ccccc1,1.8%,-5.4%,-5.7%,-3.6%,-7.8%,0.5%,0.7%,-6.7%
O=C1CN(C(=O)CNCc2ccccc2Cl)c2ccccc2N1,-1.4%,-7.7%,-5.4%,2.3%,-7.6%,-8.5%,3.1%,20µM*

# Reprinted from the entries so far (three entries):
SMILES,aGal spleen mod,Tau fluor cs,TRb SRC2 PPI,TexasRed fluor,Tau fibril ThT,Tau FP inhib,L3MBTL1 block,ALDH1A1 block
Cc1cccc(Nc2ccc(NCc3ccccc3)nn2)c1,-4.2%,?,0.7%,-2.6%,?,12.7%,.,2.4%
CCN(CC)S(=O)(=O)c1cccc(C(=O)NCCCn2ccnc2)c1,3.0%,-7.0%,-1.2%,-4.6%,-3.0%,-4.9%,8.5%,.
Cc1sc(NC(=O)C2C3CCC(O3)C2C(=O)O)nc1-c1ccc(CC(C)C)cc1 (centres undefined),-5.4%,?,4.9%,-3.6%,?,-0.4%,-14.9%,-16.5%

# (listing goes on)
SMILES,aGal spleen mod,Tau fluor cs,TRb SRC2 PPI,TexasRed fluor,Tau fibril ThT,Tau FP inhib,L3MBTL1 block,ALDH1A1 block
COc1ccc(-n2ccnc(NCCc3ccc(Cl)cc3)c2=O)cc1OC,.,-13.7%,5.9%,-2.4%,-8.5%,5.9%,.,.
Cc1ccccc1-c1cncnc1Nc1ccc(F)cc1,-7.7%,-10.3%,11.1%,-29.1%,?,-10.8%,.,?
Cc1cc(C)n(-c2nnc3n2N=C(c2c[nH]c4ccccc24)CS3)n1,-4.3%,-15.3%,-1.6%,-2.1%,-2.9%,0.8%,1.0%,-2.9%
CCOC(=O)C1CCN(C(=O)c2cc(OCC)c(OCC)c(OCC)c2)CC1,-1.1%,8.4%,2.0%,-2.8%,-1.9%,2.4%,.,12.7%
COCCNC(=O)CCCn1c(=O)c2ccccc2n(Cc2cccc([N+](=O)[O-])c2)c1=O,-1.3%,-4.5%,-6.9%,0.8%,-2.3%,0.4%,.,25.2%
O=C(C1CCN(S(=O)(=O)c2cccs2)CC1)N1CCc2ccccc2C1,-7.6%,-5.5%,-2.4%,-1.3%,-12.0%,6.2%,.,-9.8%
CC(=O)Nc1c(C)ccc(CNC(=O)COc2cc(C)ccc2C)c1C,17.5%,-4.9%,-5.0%,-5.3%,-1.9%,-7.4%,-11.0%,-5.5%
COCCn1c(C)cc(O)c(C(c2ccccc2OC)N2CCN(c3ccccc3)CC2)c1=O (centres undefined),.,-8.9%,-5.9%,-1.3%,?,-10.1%,.,.
CC1CCN(CC(C)OC(=O)c2ccc3c(c2)OCCO3)CC1 (centres undefined),-2.2%,-3.1%,-2.4%,-1.8%,-5.3%,-4.8%,0.8%,5.3%
O=C(Cn1c(=O)c2ccccc2n(CC(=O)Nc2ccc(F)cc2)c1=O)NCCc1ccccc1,.,6.0%,-5.6%,-4.9%,11.4%,?,.,.
Cc1ccc(C)c(NC(=O)Cn2ncc3c(C)n(Cc4ccc(F)cc4)c(C)c3c2=O)c1,.,2.8%,-0.8%,0.8%,-9.5%,1.8%,.,.
Cc1cccc(NC(=O)CCn2nc(-c3ccccc3)c3ccccc3c2=O)c1,.,-13.1%,2.8%,-3.9%,-6.9%,8.4%,.,.
O=C(CCn1nnc2ccccc21)Nc1nnc(Cc2ccc(F)cc2)s1,3.2%,-10.1%,-5.2%,-5.5%,0.9%,-7.3%,4.0%,4.9%
